Compound activity from PubChem.
BRCA1 expr up = qHTS Assay to Identify Small Molecule Activators of BRCA1 Expression; Potency, µM (titrated, usually from 46.1 µM), for the others: at the top dose activation, hits mostly activators; 380,000 tested, 1.1% active; MCF7-BRCA1-FFLuc reporter, luminescence, 48 h; response scale: scaled: vehicle 0%, 10 µM genistein 100%; note: nearly all actives have a fitted effect of over 80% in size; some results filed as inactive show a strong effect at the top dose
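Activators of BRCA1 expression were detected as increased firefly luciferase luminescence in engineered MCF7 cells after 48 h compound incubation. Signals were scaled to genistein 10 microM as full activation.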
p53 reactivator = qHTS assay for re-activators of p53 using a Luc reporter; AID 504706, 2011; 320,000 tested, 0.063% active; H1299 p53-A138V BP100-luciferase reporter, luminescence, 24 h; Potency, µM (titrated, usually from 92.2 µM), for the others: at the top dose activity change, positive = activation, hits mostly activators; note: % of control where 0% means no effect; nearly all actives have a fitted effect of over 45% in size
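H1299 (p53-null), stable ts p53-A138V + BP100-Luc; 1000 cells/well, Opti-MEM/10% FBS; cpd 4 pt, 1:5; 24 h, 37 deg C, 5% CO2; detection reagent 10 min RT; luminescence.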
FLuc modulator = qHTS profiling assay for firefly luciferase inhibitor/activator using purifed enzyme and Km concentrations of substrates (counterscreen for miR-21 project) | Luciferin 4-monooxygenase (Photinus pyralis), P08659 | purified FLuc, Km substrates, luminescence inhibition | Potency, µM (titrated, usually from 57.5 µM), inactives show at the highest dose activity change, negative = inhibition, actives largely listed as inhibitors | 360,000 tested, 6.9% active;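 note: plate controls were vehicle for no effect and reference inhibitor for full effect; nearly all actives have a fitted effect of over 55% in size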
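Purified P. pyralis luciferase (10nM final) with 10uM D-luciferin and 10uM ATP (Km levels) in 50mM Tris acetate pH 7.5, 10mM Mg acetate, 0.01% Tween-20, 0.05% BSA; qHTS 6-point titration, ~60 µM downward; luminescence read.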
NPC1 promoter act = qHTS Assay for NPC1 Promoter Activators; AID 485313, 2010; 320,000 tested, 2.4% active; Huh7 NPC1 promoter luciferase reporter, 24 h; Potency, µM (series often up to 9.22 µM), inactives show at the top dose activation, hits mostly activators;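 note: % of control where 0% means no effect; nearly all actives have a fitted effect of over 60% in size; reporter is driven by a mutant NPC1 promoter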
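Huh7 cells stably carrying NPC1 promoter–luciferase, plated in Opti-MEM with 10% FBS for 2 h, were exposed to compound in DMSO for 24 h at 37 °C; luciferase reagent was added for 10 min and luminescence read.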
Gal4-VP16 FLuc = VP16 counterscreen qHTS for inhibitors of ROR gamma transcriptional activity; Drosophila S2 Gal4-VP16 UAS-luciferase, luminescence, 20 h; AID 2546, 2010; 310,000 tested, 3.5% active; Potency, µM (highest dose often 53.6 µM), for inactives: at the highest dose activity, negative = inhibition, hits mostly inhibitors;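 note: Gal4-VP16 expression switched on by copper sulfate through the metallothionein promoter; % is set by controls: 0 for no effect and ±100 for the full control effect; nearly all actives have a fitted effect of over 50% in size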
RORg inh = qHTS for inhibitors of ROR gamma transcriptional activity; Potency, µM (top dose mostly 53.6 µM), inactives show at the top dose activity change, negative = inhibition, usual class: inhibitors; Nuclear receptor ROR-gamma (Mus musculus), P51450; Drosophila S2 Gal4-RORgamma UAS-luciferase reporter, 20 h; 310,000 tested, 5.4% active; note: % is set by controls: 0 for no effect and ±100 for the full control effect; nearly all actives have a fitted effect of over 60% in size
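Luciferase reporter read in Schneider cells carrying Gal4-RORγ (mouse) and UAS-Photinus luciferase; cells given compound 1 h before 700 uM copper sulfate induction, then incubated 20 h at ambient temperature.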
uPA generation = qHTS for Inhibitors of Cell Surface uPA Generation. 330,000 tested, 0.31% active. AID 540303, 2011. Potency, µM (series often up to 38.3 µM), without a hit: at the highest dose activity change, negative = inhibition, actives largely listed as inhibitors. cell surface uPA generation assay, qHTS; active = well fitted inhibition curve with a large enough effect; inconclusive = small, poorly fitted or top-dose-only effect; inactive = no such curve, though single readings can be large or run the other way; tested in mouse RAW 264.7 cells; note: % is set by controls: 0 for no effect and ±100 for the full control effect; nearly all actives have a fitted effect of over 55% in size
Rab9 prom act = qHTS Assay for Rab9 Promoter Activators. 320,000 tested, 2.8% active. Huh7 Rab9 promoter-luciferase reporter, luminescence, 24 h. Potency, µM (titrated, usually from 9.22 µM), inactives show at the highest dose activation, negative = inhibition, hits mostly activators; note: % of control where 0% means no effect; nearly all actives have a fitted effect of over 60% in size
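Steps: seed 1500 Huh7 Rab9-luc cells per well, rest 2 h at 37 °C; add compound in DMSO; incubate 24 h; add luciferase reagent, 10 min ambient; read luminescence.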
CXXC DNA block = qHTS Fluorescence Polarization Assay for Inhibitors of MLL CXXC domain - DNA interaction | Histone-lysine N-methyltransferase 2A (Homo sapiens), Q03164 | MLL-CXXC / FITC-HOXA9 DNA fluorescence polarization | Potency, µM (top dose mostly 115 µM), without a hit: at the highest dose activity change, negative = inhibition, usual class: inhibitors | 290,000 tested, 0.037% active; active = well fitted inhibition curve with a large enough effect in the polarisation, with a control signal flat, not every such curve was filed as active; inconclusive = small, poorly fitted or top-dose-only effect, or effect the other way, or a change in a side signal; inactive = no such curve, though single readings can be large or run the other way; the % refers to the polarisation
Target sequence (Q03164 whole entry, looked up, the tested form may be a part): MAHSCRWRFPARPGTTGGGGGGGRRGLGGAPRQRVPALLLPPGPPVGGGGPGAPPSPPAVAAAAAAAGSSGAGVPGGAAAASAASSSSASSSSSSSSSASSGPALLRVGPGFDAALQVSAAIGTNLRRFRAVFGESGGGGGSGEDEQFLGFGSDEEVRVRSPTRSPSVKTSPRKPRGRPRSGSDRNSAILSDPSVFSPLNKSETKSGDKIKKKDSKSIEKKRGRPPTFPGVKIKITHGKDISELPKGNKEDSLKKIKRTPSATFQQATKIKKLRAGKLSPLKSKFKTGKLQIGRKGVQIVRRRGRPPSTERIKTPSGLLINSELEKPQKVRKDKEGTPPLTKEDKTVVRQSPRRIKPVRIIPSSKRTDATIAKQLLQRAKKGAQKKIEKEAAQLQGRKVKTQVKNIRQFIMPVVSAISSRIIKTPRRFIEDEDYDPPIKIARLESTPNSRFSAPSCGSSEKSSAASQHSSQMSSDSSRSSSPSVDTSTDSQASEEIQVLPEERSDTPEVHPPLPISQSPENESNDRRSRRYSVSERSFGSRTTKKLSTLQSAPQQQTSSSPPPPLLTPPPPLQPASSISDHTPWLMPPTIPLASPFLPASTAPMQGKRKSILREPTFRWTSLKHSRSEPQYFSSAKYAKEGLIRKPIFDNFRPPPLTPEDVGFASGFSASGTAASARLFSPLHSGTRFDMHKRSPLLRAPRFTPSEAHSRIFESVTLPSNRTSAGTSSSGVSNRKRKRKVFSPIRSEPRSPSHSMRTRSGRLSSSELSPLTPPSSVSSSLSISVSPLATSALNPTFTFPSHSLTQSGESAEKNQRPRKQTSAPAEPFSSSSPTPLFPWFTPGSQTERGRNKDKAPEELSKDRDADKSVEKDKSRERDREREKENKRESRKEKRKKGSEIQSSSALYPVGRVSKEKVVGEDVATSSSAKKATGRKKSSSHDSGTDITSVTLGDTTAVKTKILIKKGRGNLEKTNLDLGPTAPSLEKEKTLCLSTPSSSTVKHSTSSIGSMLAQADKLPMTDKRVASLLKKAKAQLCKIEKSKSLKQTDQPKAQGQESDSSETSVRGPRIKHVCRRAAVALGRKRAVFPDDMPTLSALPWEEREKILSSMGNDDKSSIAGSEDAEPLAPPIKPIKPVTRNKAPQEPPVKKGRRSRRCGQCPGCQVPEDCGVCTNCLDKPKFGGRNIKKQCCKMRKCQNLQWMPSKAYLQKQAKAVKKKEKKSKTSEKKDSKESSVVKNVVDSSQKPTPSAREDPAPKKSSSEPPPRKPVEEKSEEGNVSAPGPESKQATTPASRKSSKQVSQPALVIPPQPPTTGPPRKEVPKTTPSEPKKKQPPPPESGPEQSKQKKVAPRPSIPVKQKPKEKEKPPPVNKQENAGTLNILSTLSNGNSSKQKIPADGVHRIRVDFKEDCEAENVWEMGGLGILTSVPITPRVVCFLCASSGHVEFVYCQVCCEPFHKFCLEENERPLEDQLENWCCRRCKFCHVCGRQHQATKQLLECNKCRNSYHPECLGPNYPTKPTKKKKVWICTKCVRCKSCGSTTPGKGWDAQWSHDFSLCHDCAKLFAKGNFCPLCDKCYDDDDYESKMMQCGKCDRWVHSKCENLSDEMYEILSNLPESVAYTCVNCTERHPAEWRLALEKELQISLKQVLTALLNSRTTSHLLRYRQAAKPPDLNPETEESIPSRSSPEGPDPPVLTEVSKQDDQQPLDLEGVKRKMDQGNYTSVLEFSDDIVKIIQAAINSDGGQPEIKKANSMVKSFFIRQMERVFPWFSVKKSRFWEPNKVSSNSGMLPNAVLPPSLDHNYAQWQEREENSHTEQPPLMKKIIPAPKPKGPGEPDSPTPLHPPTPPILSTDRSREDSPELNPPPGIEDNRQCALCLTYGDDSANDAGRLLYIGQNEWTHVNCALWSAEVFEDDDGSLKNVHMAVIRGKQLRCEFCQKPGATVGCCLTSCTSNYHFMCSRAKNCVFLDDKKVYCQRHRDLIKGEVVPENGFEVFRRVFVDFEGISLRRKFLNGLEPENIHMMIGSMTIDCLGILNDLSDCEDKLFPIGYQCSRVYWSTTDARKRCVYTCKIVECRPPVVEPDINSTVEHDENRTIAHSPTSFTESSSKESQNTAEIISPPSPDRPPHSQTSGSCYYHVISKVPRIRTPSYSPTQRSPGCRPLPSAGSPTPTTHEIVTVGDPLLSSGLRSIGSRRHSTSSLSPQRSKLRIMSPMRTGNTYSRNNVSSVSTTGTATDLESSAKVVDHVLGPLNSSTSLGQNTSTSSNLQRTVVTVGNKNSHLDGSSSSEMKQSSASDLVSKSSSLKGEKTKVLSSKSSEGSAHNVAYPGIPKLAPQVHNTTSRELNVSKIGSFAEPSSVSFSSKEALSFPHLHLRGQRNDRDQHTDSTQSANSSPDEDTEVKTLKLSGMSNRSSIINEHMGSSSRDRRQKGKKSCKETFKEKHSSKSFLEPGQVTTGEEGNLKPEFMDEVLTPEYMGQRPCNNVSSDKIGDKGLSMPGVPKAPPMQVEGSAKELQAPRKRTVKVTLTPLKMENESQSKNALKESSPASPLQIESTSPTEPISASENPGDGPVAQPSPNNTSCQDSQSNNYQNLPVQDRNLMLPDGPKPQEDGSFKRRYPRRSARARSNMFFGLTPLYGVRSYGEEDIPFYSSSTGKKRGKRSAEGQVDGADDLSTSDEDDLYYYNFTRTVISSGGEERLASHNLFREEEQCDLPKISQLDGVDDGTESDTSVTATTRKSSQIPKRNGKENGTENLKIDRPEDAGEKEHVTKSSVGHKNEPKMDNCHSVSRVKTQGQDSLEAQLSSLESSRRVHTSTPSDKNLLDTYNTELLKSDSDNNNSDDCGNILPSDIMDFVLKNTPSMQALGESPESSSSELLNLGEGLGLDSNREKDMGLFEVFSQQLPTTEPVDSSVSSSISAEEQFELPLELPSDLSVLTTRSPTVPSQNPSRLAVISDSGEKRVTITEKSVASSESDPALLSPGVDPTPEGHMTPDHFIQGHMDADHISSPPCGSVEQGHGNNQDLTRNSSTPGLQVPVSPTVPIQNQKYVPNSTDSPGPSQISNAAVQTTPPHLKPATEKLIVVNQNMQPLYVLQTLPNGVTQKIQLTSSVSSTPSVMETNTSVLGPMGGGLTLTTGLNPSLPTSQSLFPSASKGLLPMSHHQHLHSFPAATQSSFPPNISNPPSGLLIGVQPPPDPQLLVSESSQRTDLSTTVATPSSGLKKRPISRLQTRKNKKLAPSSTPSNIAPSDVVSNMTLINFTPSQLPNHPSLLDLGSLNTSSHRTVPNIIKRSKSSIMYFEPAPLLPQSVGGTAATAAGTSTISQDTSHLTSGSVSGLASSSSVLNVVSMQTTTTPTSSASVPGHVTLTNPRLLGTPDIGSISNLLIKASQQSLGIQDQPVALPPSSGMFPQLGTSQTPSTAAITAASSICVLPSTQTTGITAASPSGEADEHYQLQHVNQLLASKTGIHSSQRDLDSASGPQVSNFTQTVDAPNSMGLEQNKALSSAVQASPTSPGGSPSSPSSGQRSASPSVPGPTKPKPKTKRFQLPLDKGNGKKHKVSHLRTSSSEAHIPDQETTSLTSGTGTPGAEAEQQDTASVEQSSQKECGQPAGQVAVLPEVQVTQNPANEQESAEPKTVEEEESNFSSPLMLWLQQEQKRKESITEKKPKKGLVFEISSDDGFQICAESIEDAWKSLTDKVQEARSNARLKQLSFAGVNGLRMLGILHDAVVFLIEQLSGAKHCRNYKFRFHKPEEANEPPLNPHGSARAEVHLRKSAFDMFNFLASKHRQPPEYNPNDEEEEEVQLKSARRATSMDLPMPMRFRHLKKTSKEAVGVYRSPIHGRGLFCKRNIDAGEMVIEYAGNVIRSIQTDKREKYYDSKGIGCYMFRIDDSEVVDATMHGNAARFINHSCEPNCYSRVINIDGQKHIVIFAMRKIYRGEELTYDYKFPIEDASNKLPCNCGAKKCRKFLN
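Purified MLL-CXXC (added from a 7 uM solution) was preincubated 5 min at ambient with pinned compounds in 50 mM Tris-HCl pH 7.5, 50 mM NaCl, 1 mM DTT, 0.05% BSA. Fluorescein-labeled HOX-A9 DNA (50 nM solution) followed, 30 min, then polarization read.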
ELG1 genotoxic = qHTS screen for small molecules that induce genotoxicity in human embryonic kidney (HEK293T) cells expressing luciferase-tagged ELG1; HEK293T ELG1-luciferase reporter, luminescence, 16 h; Potency, µM (doses to about 46 µM), for the others: top-dose activity change, positive = activation, most hits filed as activators; 330,000 tested, 1.3% active; AID 504466, 2011; note: % of control where 0% means no effect; nearly all actives have a fitted effect of over 60% in size
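Genotoxicity was scored as increased ELG1-luciferase reporter signal, measured by ONE-Glo luminescence (30 min, room temperature). Compound or vehicle exposure of the HEK293T reporter cells lasted 16 hr at 37°C.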
MBNL1-CUG inh = qHTS Assay for Inhibitors of MBNL1-poly(CUG) RNA binding; Muscleblind-like protein 1 (Homo sapiens), Q9NR56; TR-FRET MBNL1-His/biotin-(CUG)12 binding, 665/545 ratio; Potency, µM (highest dose often 57.5 µM), for the others: top-dose activity change, negative = inhibition, actives largely listed as inhibitors; 280,000 tested, 0.036% active; AID 2675, 2010; active = well fitted inhibition curve with a large enough effect in the signal ratio, with a control signal flat, not every such curve was filed as active; inconclusive = small, poorly fitted or top-dose-only effect, or effect the other way, or a change in a side signal; inactive = no such curve, though single readings can be large or run the other way; the % refers to the signal ratio; note: % is set by controls: 0 for no effect and ±100 for the full control effect
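TR-FRET readout: Ex 340 nm, 665/545 nm emission ratio, normalized to buffer-only (basal) and MBNL1-(CUG)12 controls. Complex of MBNL1-His with Biotin-(CUG)12, compounds 92 nM–58 uM, incubated 60 min at room temperature.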
Active calls of the source: *; ? = inconclusive; nt = no result given; & = joins results of further samples; [ ] = dose if it differs, or a comment. Unless noted, calls come from the whole dose curve; as a rule, active = well fitted curve in the direction sought with a large enough effect; inconclusive = small, poorly fitted or top-dose-only effect, or another doubt; inactive = no such curve, though single readings can be large; an effect the other way counts as inactive or inconclusive. Potency is the fitted concentration of half-maximal effect.

# | molecule | BRCA1 expr up | p53 reactivator | FLuc modulator | NPC1 promoter act | Gal4-VP16 FLuc | RORg inh
1 | CCCCc1nc2ccccc2c(=O)n1NC(=O)c1c(O)c2c(n(CC(C)C)c1=O)CCCC2 | 1% | 2% | -1% | -7% | 17% | -9%
2 | Cc1cccc(C)c1NC(=O)c1ccc(-n2cnnn2)cc1 | -3% | -2% | 3% | 1% | -4% | -15%
3 | CC1(C)C(c2cccs2)=[N+]([O-])C2(CCCCC2=O)N1O (configuration not stated) | 1% | -6% | -7% | -4% | 0% | -25%
4 | CC1CCCN(C(=O)COC(=O)c2ccc3[nH]c4c(c3c2)CCCC4)C1 (configuration not stated) | 51% | ? | ? | 18% | nt | nt
5 | Cc1ccc(CNC(=O)CCCc2c[nH]c3ccccc23)cc1 | -3% | -2% | ? | -1% | 10% | 22%
6 | CC1CCC(NC(=O)CN2CCC(n3nnc4cc(F)ccc43)CC2)CC1 (configuration not stated) | -31% | -4% | 4% | -3% | 3% | 2%
7 | O=C(Nc1cccc(Cl)c1N1CCOCC1)c1cc([N+](=O)[O-])ccc1N1CCOCC1 | -3% | 12% | -1% | -5% | -2% | ?
8 | Cc1occc1C(=O)N/N=C/c1ccccc1[N+](=O)[O-] | ? | 9% | 9.5µM* | 3.2µM* | -3% | -5%
9 | Cc1sc2ncnc(Sc3ccccc3C(=O)Nc3ccc(C#N)cc3)c2c1C | -61% | 2% | 5% | -3% | -7% | 4%
10 | CCc1ccccc1NC(=O)C1=CC(c2ccc(OC)c(OC)c2)=NS(=O)(=O)N1C | -7% | nt | -7%&-5% | -5% | -7% | 4%
11 | CCc1cc2cc3c(cc2nc1SCC(=O)Nc1cc(C)on1)OCO3 | -48% | -7% | 0% | 1% | -2% | 2%
12 | OC(COc1ccc(Cl)cc1)CN1CCN(c2ccccc2)CC1 (configuration not stated) | -2% | -4% | 1% | 0% | 3% | -6%
13 | Cc1ccc(C(c2nnnn2CS(=O)(=O)c2ccc(C)cc2)N2CCC(C(N)=O)CC2)cc1 (configuration not stated) | -15% | -10% | -1% | 2% | -22% | 29%
14 | Cc1ccc(NS(=O)(=O)c2cccc(C(=O)NCC3(N(C)C)CCCCC3)c2)cc1 | -8% | -3% | -5% | -7% | -1% | -3%
15 | CC(C)Oc1ccc(C(=O)NCC(=O)O)cc1 | -14% | 11% | 0% | 2% | 7% | 9%

# | uPA generation | Rab9 prom act | CXXC DNA block | ELG1 genotoxic | MBNL1-CUG inh
1 | -1% | -13% | -14% | -11% | 0%
2 | 0% | -12% | 3% | 1% | -2%
3 | 4% | 0% | -11% | -6% | ?
4 | 0% | 20% | nt | 0% | nt
5 | 4% | 2% | 6% | -1% | 0%
6 | -1% | 0% | 8% | -1% | -2%
7 | -9% | 2% | -1% | -19% | 5%
8 | -3% | 4µM* | -2% | ? | ?
9 | -5% | 0% | 7% | -2% | 172%[activator]
10 | 1% | 0% | nt | -4% | 25%
11 | -4% | -2% | 40%[activator] | 1% | ?
12 | 14% | 1%[1.84 µM] | ? | -2% | -3%
13 | -2% | 2% | -3% | 2% | 5%
14 | -35% | -1% | 2% | -4% | -3%
15 | -1% | -3% | -19% | 0% | 0%

Shown with each value named: entries from further up
11) CCc1cc2cc3c(cc2nc1SCC(=O)Nc1cc(C)on1)OCO3
- BRCA1 expr up = -48%
- p53 reactivator = -7%
- FLuc modulator = 0%
- NPC1 promoter act = 1%
- Gal4-VP16 FLuc = -2%
- RORg inh = 2%
- uPA generation = -4%
- Rab9 prom act = -2%
- CXXC DNA block = 40%[activator]
- ELG1 genotoxic = 1%
- MBNL1-CUG inh = ?
12) OC(COc1ccc(Cl)cc1)CN1CCN(c2ccccc2)CC1 (configuration not stated)
- BRCA1 expr up = -2%
- p53 reactivator = -4%
- FLuc modulator = 1%
- NPC1 promoter act = 0%
- Gal4-VP16 FLuc = 3%
- RORg inh = -6%
- uPA generation = 14%
- Rab9 prom act = 1%[1.84 µM]
- CXXC DNA block = ?
- ELG1 genotoxic = -2%
- MBNL1-CUG inh = -3%

Other results:
# | molecule | BRCA1 expr up | p53 reactivator | FLuc modulator | NPC1 promoter act | Gal4-VP16 FLuc | RORg inh
16 | Cc1sc2nc(C(C)(C)C)oc(=O)c2c1C | 0% | 1% | 1% | 1% | -1% | -42%
17 | COC(=O)c1sc(NC(=O)CSc2nncs2)c(C(=O)OC)c1C | 0% | 2% | 6% | 3% | 1% | 33%
18 | COCc1ccc(-c2ccc3c(c2)c(C#Cc2ccsc2)c(-c2cc(OC)cc(OC)c2)n3C)cc1 | -10% | 7% | 0% | -2% | nt | nt
19 | COC(=O)c1ccc(NC(=O)CCN2C(=O)NC(C)(C)C2=O)cc1 | -8% | ? | -1% | -5% | nt | nt
20 | CCN1CCN(c2c(C=O)c(Cl)nc3ccc(OC)cc23)CC1 | -10% | 42% | -1% | 2% | -7% | 0%
21 | O=C(Nc1nc2c(s1)CCCC2=O)c1cnccn1 | 63% | 18% | ? | ? | ? | 0%
22 | C/C(=N\NC(=O)Cc1cccn1C)c1ccc([N+](=O)[O-])cc1 | -6% | 1% | -4% | 2% | -17% | 17%
23 | Nc1nc(NCc2ccco2)nc(Nc2cccc(F)c2)c1[N+](=O)[O-] | 0% | 0% | 0% | 0% | -3% | 18%
24 | CCN(CC(=O)Nc1c(F)cccc1F)C(=O)c1ccc(NC(=O)CC2SC(N3CCCC3)=NC2=O)cc1 (configuration not stated) | -6% | 0% | -2% | 1% | nt | nt
25 | COc1ccc(C(C)NC(=O)c2ccoc2C)cc1OC (configuration not stated) | -17% | -3% | -1% | 3% | 21% | ?
26 | Oc1ccccc1C1=Nc2ccccc2N=C(c2cccs2)C1 | -23% | 1% | 0% | -2% | ? | ?
27 | COc1cc(CN2C(=O)C(NC(=O)c3ccco3)(C(F)(F)F)C3=C2CC(C)(C)CC3=O)cc(OC)c1 (configuration not stated) | -25% | 2% | 1% | -2% | 0% | -2%
28 | O=C(NC(N1CCOCC1)C(Cl)(Cl)Cl)c1ccccc1Cl (configuration not stated) | -12% | 2% | -3% | 6% | 1% | 1%
29 | COc1ccc(NC(=O)ON=C2c3ccccc3-c3ccccc32)cc1 | 82% | 15% | 21µM* | ? | ? | 10%
30 | COc1ccc(N(C(C)C(=O)N/N=C/c2cccnc2)S(C)(=O)=O)cc1 (configuration not stated) | 0% | -4% | -2% | -2% | -3% | 4%
31 | CN(C)c1ccc(/C=N\NC(=O)c2csnn2)cc1 | 9% | 0% | 3.8µM* | 0.89µM* | 18µM* | ?
32 | CCCCN(CC)CCNC(=O)CN(C)S(=O)(=O)c1ccc2c(c1)c(=O)n(C)c(=O)n2C | -2% | 3% | 0% | -1% | 6% | -13%

# | uPA generation | Rab9 prom act | CXXC DNA block | ELG1 genotoxic | MBNL1-CUG inh
16 | nt | -2% | 0% | 1% | 3%
17 | -2% | 4% | 3% | 1% | 6%
18 | 5% | -7% | nt | -1% | nt
19 | -4% | -4% | nt | 4% | nt
20 | 3% | -1% | -3% | -21% | ?
21 | nt | ? | -12% | 23µM* | 11%
22 | 13% | -2% | -7% | 6% | ?
23 | -2% | -1% | -1% | 0% | -5%
24 | 2% | -1% | nt | 2% | nt
25 | -2% | -11% | 1% | 1% | 2%
26 | nt | -3% | 0% | -2% | 14%
27 | 2% | 0% | 6% | 0% | 2%
28 | 2% | -4% | 1% | 2% | -6%
29 | -1% | ? | 2% | -2% | ?
30 | 17% | -10% | 3% | 0% | 9%
31 | -3% | 0.63µM* | 0% | ? | ?
32 | -1% | 1% | -21% | 1% | -9%

An excerpt (hit frequency here may not be typical).
